PAX8 reporter: inhibitors of PAX8-driven TPO luciferase reporter, primary screen, RMG-I cells, single concentration. 360,000 compounds, 1.2% hits. SteadyGlo, 24 h. AID 652154, 2013. inhibition, % at 12.6 µM;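 active means mean replicate inhibition at least 60% with every replicate also reaching 60%; inconclusive means only one of the two criteria is met; inactive means mean below 60% and not all replicates reaching 60%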;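 further: luciferase light reporting Pax8 driven TPO promoter activity; plate controls were median of neutral control wells for no effect and mitoxantrone controls for full effect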
miR-122 sensor: miR-122 Renilla sensor signal increase in Huh7, primary screen, miR-122 inhibitor project, cell-based, single point, plate reader; Huh7 miR-122 Renilla luciferase sensor, 48 h; neutral wells = 0, positive control = 100; activation (reporter increase), % at 12.5 µM; 340,000 compounds, 0.3% hits;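 active means mean replicate activation score at least 90 and every replicate individually at or above 90; inconclusive means only one of the two criteria met; inactive means neither criterion met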;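 further: higher luciferase means less miR-122 activity so hits act as miR-122 inhibitors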
EWS-Fli block: EWS/Fli-driven NR0B1 reporter inhibitors, primary screen, A673 cells, NR0B1 luciferase, luminescence, MLPCN library. viability-normalised. inhibition, % at 12.6 µM. 350,000 compounds, 0.67% hits. AID 651661, 2012;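 active means mean inhibition of at least 50% after viability correction, with every replicate also passing that limit; inconclusive means mean reaches 50% but only one of two replicates passes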;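 further: firefly luciferase signal divided by Alamar Blue viability fluorescence both relative to DMSO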
GSIS activator: GLuc luminescence reporter in INS-1E cells, primary screen for activators of glucose-dependent secretion of insulin; AID 743287, 2014; INS-1E GLuc reporter insulin secretion, 2-3 h; activation, % at 16.6 µM; 370,000 compounds, 0.61% hits;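 active means lowest replicate activation of at least 40%, so every replicate reaches that level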;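 further: 0% = median of neutral control wells and 100% = median of IBMX positive control wells; some compounds called inactive have numbers as strong as hits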
DENV2 CPE rescue: inhibitors of DENV2 cytopathic effect, primary screen, cell-based, plate reader, single concentration; DENV2-infected cells, cytopathic effect rescue; CPE inhibition, % at 9.99 µM; 350,000 compounds, 1.7% hits; AID 651640, 2012; in the data active means CPE inhibition above about 20%, passing the limit was not always enough; inconclusive means no clear call, values can overlap the other calls; tested in BHK-21 cells;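 further: 0% = median of neutral control wells and 100% = median of positive control wells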
FN deposit inh: inhibitors of fibronectin matrix deposition, primary screen, AH1F cells, Alexa488-fibronectin fluorescence, plate reader | AH1F fibroblasts, overnight | inhibition, % at 12.6 µM | 350,000 compounds, 0.086% hits;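 active means mean inhibition across replicates of 30% or more, regardless of how many single replicates reach that level; inconclusive means mean under 30% yet at least half of replicates reach 30%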;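 further: positive control wells lacked labelled fibronectin entirely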
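Material: AH1F fibroblast monolayer depositing Alexa488-labelled fibronectin into matrix | Input: 10000 AH1F cells/well | Medium: DMEM plus 2% serum, read in PBS | Reagent: Alexa488-fibronectin, 24 nM final in well | Compound dosing: One dose per compound, pinned | Schedule: 1 h adhesion, overnight exposure | Measured by: Fluorescence at 485 nm excitation, 525 nm emission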
F508del corr: F508del CFTR correction, initial screen, CFBE line, single point; CFBE cells, YFP halide quenching; stimulated with forskolin plus potentiator P3; % fluorescence drop versus neutral controls; AID 720511, 2013; 350,000 compounds, 0.36% hits; activity (quench increase), % at 7.58 µM;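 active means mean added fluorescence quench of at least 8% versus neutral control, with both replicates also reaching 8%; inconclusive means only one of the mean or replicate conditions met; inactive means mean below 8% and not both replicates reaching 8%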;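 further: cells transiently co-express mutant CFTR-F508del with the halide-sensitive YFP; corrector assay measuring rescue of mutant channel to the surface after 24 h compound exposure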
* marks the source's active call; other numbers are inactive results; ? = inconclusive; · = no result given; & = joins results of further samples; [ ] = remark or other dose.

SMILES	PAX8 reporter	miR-122 sensor	EWS-Fli block	GSIS activator	DENV2 CPE rescue	FN deposit inh	F508del corr
Cc1cccc(S(=O)(=O)N[C@@H]2CC[C@@H](CCNS(=O)(=O)c3ccccc3F)O[C@@H]2CO)c1	-1&-6	·	-4&6	-4	-11&-9	-7&4	-3.3&-0.5
OC[C@@H]1Nc2ccc(C#Cc3ccccc3)cc2[C@@H]2[C@H]1CCN2Cc1nccs1	·	·	·	4	3	8	2.7
COCC(=O)Nc1c(C(=O)N2CCCC2)oc2ccccc12	0	·	-11	0	-3	-2	-3.5
CCCCNC(=O)N1CCCC(C(=O)c2cc(C)c(OC)c(C)c2)C1 (stereo not given)	8	-3	7	-14	3	-2	-0.9
COC(=O)[C@@]1(CCC(=O)OC(C)(C)C)N=C(c2ccc(OCCCO)cc2)O[C@H]1c1ccccc1	-1	·	-22	·	?	·	-1.2
Cc1ccc(SCc2cn3c(C)csc3n2)cc1	·	-2	11	-40	2	·	-2.5
C[C@@H]1CN([C@H](C)CO)S(=O)(=O)c2ccc(Br)cc2O[C@H]1CN(C)Cc1cccc(C(=O)O)c1	·	-7[16.7 µM]	-3	22	-7	·	5.1
Cc1ccc(S(=O)(=O)NC(=O)c2cc(C)n(CC(c3ccccc3)N(C)C)c2C)cc1 (stereo not given)	9	·	-7	5	7	·	1.1
CC(=O)N1CCN(S(=O)(=O)c2cccc(C(=O)NNC(=O)Cn3ccc(C(F)(F)F)n3)c2)CC1	·	·	-8	14	0	-3	0.3
O=C(C[C@H]1C=C[C@@H](NC(=O)CN2CCOCC2)[C@H](CO)O1)NCCc1ccccc1	-8	·	2	-10	2	·	-0.3

2 of these compounds in a different format.
Results follow in this order: PAX8 reporter, miR-122 sensor, EWS-Fli block, GSIS activator, DENV2 CPE rescue, FN deposit inh, F508del corr
COCC(=O)Nc1c(C(=O)N2CCCC2)oc2ccccc12
  0, ·, -11, 0, -3, -2, -3.5
CCCCNC(=O)N1CCCC(C(=O)c2cc(C)c(OC)c(C)c2)C1 (stereo not given)
  8, -3, 7, -14, 3, -2, -0.9

(more compounds)
SMILES	PAX8 reporter	miR-122 sensor	EWS-Fli block	GSIS activator	DENV2 CPE rescue	FN deposit inh	F508del corr
CCCCNC(=O)c1ccccc1NS(=O)(=O)c1ccc2c(c1)OCCO2	·	6	·	-4	·	5	·
COCC(=O)Nc1ccc(-c2cn3cccnc3n2)cc1	·	-5	-1	6	1	·	1.6
COC(=O)CSc1ncnc2c1sc1nc3c(cc12)COC(C)(C)C3	14	·	39	-6	3	·	0.5
Cc1nn(-c2ccccc2)c(C)c1C(=O)OCC(=O)c1c(N)n(CC(C)C)c(=O)n(C)c1=O	27	-8	·	·	·	-3	·
C[C@@H]1CN([C@H](C)CO)C(=O)c2cc(NS(=O)(=O)c3ccc(Cl)cc3)ccc2O[C@H]1CN(C)C(=O)Nc1ccc(C(F)(F)F)cc1	8	2[16.7 µM]	8	-5	·	·	2.6
CC(C)CC#Cc1ccc2c(c1)O[C@@H](CN(C)Cc1ccccc1)[C@H](C)CN([C@H](C)CO)S2(=O)=O	·	-2[16.7 µM]	-16	346*	·	-5	-3.0
Cn1c(=O)n(C)c2cc(NS(=O)(=O)c3ccc(F)cc3)ccc21	-12	·	19	6	-2	-4	0.5
O=C(CCSc1ccccc1)NC1CCCCCC1	-22	·	-55	-6	11	4	-0.1
O=C(COC(=O)Cc1cccs1)Nc1cccc(S(=O)(=O)N2CCOCC2)c1	14	0	9	6	8	-1	-1.3
Clc1ccc(OC2CCN(Cc3nc(CC4CC4)no3)CC2)cc1	-1	4	1	-34	-7	-1	2.7
O=C(C1CCOCC1)N1C[C@H]2[C@@H](c3ccccc31)[C@H](CO)N2C(=O)Cc1ccccn1	-3	-4[16.7 µM]	7	-3	7	4	0.5
CCCNC(=O)C[C@@H]1CC[C@H]2[C@@H](COc3ccc(NC(=O)c4ccc(Cl)cc4)cc3C(=O)N2C)O1	0	8[16.7 µM]	-2	-4	-5	-13	1.0
CCC(=O)Nc1ccc2c(c1)OC[C@H](C)N(C(=O)c1ccccc1F)C[C@H](C)[C@@H](OC)CN(C)C2=O	2	1[16.7 µM]	5	-12	22*	4	·
CCOc1ccc(CNC(=O)CCn2c(=O)oc3ccccc32)cc1OC	3	3	·	·	·	-17	·
COc1ccc(/C=C2\CC/C(=C\c3ccc(OC)cc3OC)C2=O)c(OC)c1	-18	15	-49	-16	0	5	7.1
Cc1ccc(C)c(C(C)NC(=O)c2ccccc2Br)c1 (stereo not given)	-5	·	-2	3	14	-3	0.1
COc1ccc(NC(=O)N2CCCCN3[C@H](CO)[C@@H](c4ccc(-c5ccccc5F)cc4)[C@@H]3C2)cc1	39	-7[16.7 µM]	21	-14	-7	-14	1.9
CSCCC(NC(=O)c1ccc([N+](=O)[O-])cc1Cl)C(=O)OC(C)C(=O)NCc1ccco1 (stereo not given)	·	10	3	-26	2	1	0.9
O=C1C=C(N2CCN(c3ccccn3)CC2)C(=O)c2c(O)ccc(O)c21	-10	·	3	20	7	-6	-0.7
Cc1ccc(NC(=O)CSc2nc(C)c(Cc3ccccc3)c(=O)[nH]2)cc1C	-5	·	-3	-4	-2	-9	0.4
COCCNC(=O)C[C@@H]1C[C@H]2c3cc(NC(=O)Nc4ccc(C(F)(F)F)cc4)ccc3O[C@H]2[C@@H](CO)O1	-14	-1[16.7 µM]	-5	27	0	·	-3.3
Cc1ccc(C(=O)OC(C)C(=O)NC(C)CCc2ccccc2)o1 (stereo not given)	3	-2	-1	-9	6	-2	-3.7
C[C@@H]1CN([C@@H](C)CO)C(=O)c2cccc(NC(=O)CCCCCC(=O)Nc3ccccc3N)c2O[C@H]1CN(C)C	-17	·	0	13	9	·	-2.5
CC(C)Oc1cccc(C(=O)Nc2ncn[nH]2)c1	24	·	-3	2	3	0	0.0
C[C@@H]1CN([C@@H](C)CO)S(=O)(=O)c2ccc(C#C[C@@H](C)O)cc2O[C@@H]1CN(C)C(=O)Nc1ccccc1	-12	15[16.7 µM]	-4	0	5	-2	0.1
COC(=O)c1cc2c(ccc3ccccc32)oc1=O	-9	-3	-4	-39	1	0	1.1
CN(CC(=O)Nc1ccc(Cl)c(Cl)c1)C(=O)CNC(=O)C1CCCCC1	-5	-5	6	15	-5	-4	0.5
COc1ccc(CC(=O)Nc2cccc(-c3nnc(-c4ccc(C)cc4)o3)c2)cc1OC	·	-18	-18	-6&4	-4	·	4.4
C[C@@H]1CCCCO[C@H](CN(C)Cc2ccc3c(c2)OCO3)[C@@H](C)CN([C@H](C)CO)C(=O)c2cc(NC(=O)CCC(F)(F)F)ccc2O1	-1	15[16.7 µM]	4	13	1	·	-0.7
Cc1ccc(/C=N/n2c(-c3ccncc3)n[nH]c2=S)o1	-11	·	15	4	2	-7	-2.9
CCN(CC)S(=O)(=O)c1ccc(-c2csc(C)n2)s1	5	-1	-12	-1	1	9	-2.5
O=C(c1cnn2c(C(F)F)cc(-c3ccccc3)nc12)N1CCc2ccccc2C1	16	·	9	-6	-10	3	·
CCCN(C)C[C@@H]1Oc2ncc(C#CC3CCCCC3)cc2C(=O)N([C@@H](C)CO)C[C@H]1C	·	-10[16.7 µM]	13	-1	-7	2	-2.9
O=c1[nH]nc(SCc2ccccc2)c(=O)[nH]1	·	-3	·	-6	·	-4	·
COc1ccc(CN(CCCn2cnc3c(OC)ncnc32)CCCn2cnc3c(OC)ncnc32)cc1	-15	-16	-5	-1	6	5	2.9
CCOc1ccc2c(c1)c(N=NC(=N)N)c(O)n2C	-9	9	3	·	-2	-3	·
Cc1ccc(-c2csc(C(O)c3ccc(F)c(F)c3)n2)cc1C (stereo not given)	-26	2	-19	-26	2	-1	-0.3
CC(=O)N(C)C[C@@H]1Oc2cc(-c3cncnc3)ccc2S(=O)(=O)N([C@H](C)CO)C[C@H]1C	·	-5[16.7 µM]	-15	1	?	7	2.1
COC(=O)c1c(NC(=O)CSc2nc3nc(C)cc(C)n3n2)sc(C)c1C	7	-3	3	8	5	6	·
CC(C)(C)c1nc2ccccc2c(=O)n1N1C(=O)c2ccccc2C1=O	9	-3	·	·	·	3	·
COC(=O)c1ccc(CSc2nnc3c(n2)[nH]c2ccccc23)cc1	11	-13	0	5	3	2	-3.8
COc1cc(OC)c2c(OC)cccc2n1	31	0	-4	4	20	-1	·
Cc1ccc2oc(=O)c3cc(C(=O)NCCCN4CC(C)CC(C)C4)sc3c2c1 (stereo not given)	0	-1	42	·	-4	-13	0.1
C[C@@H]1CN([C@@H](C)CO)C(=O)c2cccc(NC(=O)CCCCCC(=O)Nc3ccccc3N)c2O[C@H]1CN(C)C(=O)NC1CCCCC1	7	·	-14	-2	0	6	1.9
COc1cccc(-c2noc(CCCC(=O)NC3CCCC3)n2)c1	3	·	6	-3	1	-11	0.3
COc1ccc(OC)c(N(CC(=O)NCc2ccccc2)S(=O)(=O)c2ccc(OC)c(OC)c2)c1	9	-5	·	18	2	-1	0.9
NS(=O)(=O)c1ccc(NC(=O)CSc2nnc3n2CCCCC3)cc1	1	-21	6	2	-6	-7	-3.2
CCCn1c(N)c(C(=O)CSc2nnc(-c3cccs3)n2C2CC2)c(=O)[nH]c1=O	10	-3	-3	20	6	-8	-2.4
Cc1c(Cl)cccc1NC(=O)COC(=O)CN1C(=O)NC(C)(C)C1=O	9	-21	3	-8	3	0	-0.3
Cn1c(CC(=O)Nc2ccccc2F)nnc1SCC(=O)NC1CCCCC1	4	-6	-2	-5	8	-5	3.2
Following part
SMILES	PAX8 reporter	miR-122 sensor	EWS-Fli block	GSIS activator	DENV2 CPE rescue	FN deposit inh	F508del corr
O=c1cnnc(Nc2ccc(Cl)c(C(F)(F)F)c2)[nH]1	-22	·	-2	3	11	25	-2.1
CN(c1ccccc1)c1ccc(/C=N/NC(=O)CC#N)cc1	-25	·	·	-8	·	7	·
CC(=O)N(C)C[C@H]1Oc2cc(C#CC3CCCC3)ccc2S(=O)(=O)N([C@@H](C)CO)C[C@@H]1C	26	16[16.7 µM]	-5	-14	12	12	2.2
CO[C@H]1CN(C)C(=O)c2cccc(C#N)c2OCC[C@@H]2CC[C@@H](OC)[C@H](CN(C)C(=O)[C@@H]1C)O2	-2	·	-8	-2	2	-1	·
O=C(CCN1C(=O)/C(=C/c2cccs2)SC1=S)Nc1ccc(C(=O)O)c(O)c1	13	0	8	-5	1	-1	-2.2
COc1ccc(S(=O)(=O)N(C)C[C@H]2Oc3c(NS(C)(=O)=O)cccc3C(=O)N([C@@H](C)CO)C[C@@H]2C)cc1	·	-7[16.7 µM]	-13	16	-11	·	0.4
CN(C)C1=NCCN1CCCCc1ccccc1	7	3	-4	8	-9	9	0.7
CC1(C(=O)Nc2cccc(C(F)(F)F)c2)Cc2c(-c3cccc(C(N)=O)c3)ccnc2O1 (stereo not given)	19	1	-15	7	-2	16	3.4
N#CC1=C(N)OC(c2ccccc2)=C(C#N)C1c1ccc2c(c1)OCO2 (stereo not given)	4	5	·	13	·	-4	·
CCCNC(=O)C1(C)CCCN(C(=O)Cc2ccc3ccccc3c2)C1 (stereo not given)	10	·	-1	-3	-2	-3	-2.2
CCCOc1ccccc1/C=C1/C(=O)ON=C1C	-3	-5	4	4	0	2	0.3
COc1cc2nc(/C=C/c3cc(OC)c(OC)c(OC)c3)sc2cc1SC	24	·	·	-17	·	13	·
COc1ccc2c3c(n(C)c2c1)[C@H](CO)N(C(=O)CN(C)C)CC31CCN(C(=O)C2CCC2)CC1	·	·	13	18	1	·	4.5

High-throughput results from PubChem.
